# Screening results from PubChem BioAssay.
# SENP1 inh = inhibitors of human SENP1 SUMO protease catalytic domain; Q9P0U3; recombinant SENP1 catalytic domain, CyPet-SUMO1-YPet FRET cleavage; inhibition, % at 10 µM; 360,000 tested, 0.21% active;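 active = inhibition at least 30% at 10 µM, raw YFP signal under a set limit, fluorescence ratio 0.5 to 1.5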;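 also: 0% = enzyme with DMSO and 100% = no enzyme wells; some results filed as inactive read as strong as hits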
# Target sequence (Q9P0U3 419-644 limits assumed): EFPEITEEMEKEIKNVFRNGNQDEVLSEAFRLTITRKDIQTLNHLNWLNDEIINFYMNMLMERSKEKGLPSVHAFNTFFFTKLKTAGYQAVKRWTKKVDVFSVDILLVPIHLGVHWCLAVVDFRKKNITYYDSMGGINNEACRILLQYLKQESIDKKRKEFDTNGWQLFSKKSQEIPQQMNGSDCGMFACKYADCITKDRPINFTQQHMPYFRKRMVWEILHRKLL
#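 Assay system – human recombinant His6-tagged SENP1 catalytic domain enzyme · Input – SENP1 enzyme, 20 pM final · Buffer or medium – Tris pH 8 buffer plus EDTA, NaCl, BME, BSA, NP40, catalase · Schedule – 50 min reaction at room temperature · Technique – FRET read of cyan and yellow fluorescence · Control set – no-enzyme wells low, DMSO-plus-enzyme wells high control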
# HKDC1 inhibitor = HKDC1 (human) hexokinase inhibition. Q2TB90. recombinant HKDC1, G6PDH/diaphorase resazurin coupled fluorescence. inhibition, % at 20 µM. 340,000 tested, 0.16% active;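 active = inhibition above about 35% when tested at 20 µM, limit read from the data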;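 also: plate controls were DMSO wells with enzyme for no effect and DMSO wells lacking enzyme for full effect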
#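 Test system: recombinant HKDC1 (HK5) hexokinase enzyme, produced in-house; Amount: enzyme 5 µg/mL final; Buffer or medium: Tris pH 8.0 buffer with MgCl2, Tween-20, BSA, BME; Reagent: glucose and ATP substrates; Doses: 20 µM test compound, 1% DMSO; Incubation: 90 min reaction incubation at room temperature, dark; Detection: resorufin fluorescence at 613 nm.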
# SENP8 block-1 = inhibitors of human SENP8 protease. recombinant SENP8, Nedd8 substrate fluorescence. inhibition, % at 20 µM. 360,000 tested, 0.64% active. AID 602440; in the data active = inhibition mostly above about 40%, no sharp cut-off; inactive = mostly below about 27%
# SENP6 inh = inhibitors of human SENP6 protease; Q9GZR1; Recombinant SENP6 catalytic domain, aminoluciferin luminescence; inhibition, % at 10 µM; 330,000 tested, 1.8% active;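 active = inhibition above about 50% at the single tested dose, limit read from the data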;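 also: plate controls were DMSO wells with enzyme for no effect and DMSO wells lacking enzyme for full effect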
# Target sequence (Q9GZR1 628-1112 limits assumed): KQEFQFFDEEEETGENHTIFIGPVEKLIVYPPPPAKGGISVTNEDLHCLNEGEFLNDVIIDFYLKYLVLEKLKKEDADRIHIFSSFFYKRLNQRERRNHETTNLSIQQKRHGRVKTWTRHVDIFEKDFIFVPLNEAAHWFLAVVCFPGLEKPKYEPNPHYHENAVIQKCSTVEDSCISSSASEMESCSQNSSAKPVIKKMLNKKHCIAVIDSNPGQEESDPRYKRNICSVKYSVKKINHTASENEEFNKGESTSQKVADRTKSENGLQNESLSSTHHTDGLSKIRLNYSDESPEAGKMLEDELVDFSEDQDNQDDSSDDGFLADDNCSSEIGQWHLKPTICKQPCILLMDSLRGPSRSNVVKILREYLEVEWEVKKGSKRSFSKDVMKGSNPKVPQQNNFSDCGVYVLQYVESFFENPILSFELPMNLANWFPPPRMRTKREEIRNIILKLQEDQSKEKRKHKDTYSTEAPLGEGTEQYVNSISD
# SENP7 block = SENP7 protease inhibition | recombinant SENP7, Z-RLRGG-aminoluciferin luminescence, 40 min | inhibition, % at 5 µM | 330,000 tested, 1.5% active | AID 434973;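 active = inhibition above about 50% at the single test dose, limit read from the data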;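 also: plate controls were DMSO with enzyme for no effect and no enzyme buffer wells for full effect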
# Target sequence (Q9BQF6 706-1050 limits assumed): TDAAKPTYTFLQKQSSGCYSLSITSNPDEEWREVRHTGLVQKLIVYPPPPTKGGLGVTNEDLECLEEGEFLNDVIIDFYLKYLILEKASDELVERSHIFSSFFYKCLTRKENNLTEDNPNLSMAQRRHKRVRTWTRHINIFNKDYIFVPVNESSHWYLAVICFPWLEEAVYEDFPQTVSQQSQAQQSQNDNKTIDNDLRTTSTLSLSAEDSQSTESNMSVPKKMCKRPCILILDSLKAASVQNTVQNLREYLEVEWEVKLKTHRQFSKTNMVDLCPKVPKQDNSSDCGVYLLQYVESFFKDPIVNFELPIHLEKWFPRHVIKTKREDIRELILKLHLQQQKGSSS
# SENP8 block-2 = blocks the human protease SENP8; Q96LD8; 330,000 tested, 1.2% active; AID 2540; inhibition, % at 10 µM; purified SENP8, Z-RLRGG-aminoluciferin cleavage, luminescence; in the data active = inhibition above about 50%
# PfG6PD inh = PfG6PD (Plasmodium falciparum) enzyme inhibition. PfGluPho enzyme, NADPH resazurin-diaphorase fluorescence. inhibition, % at 20 µM. 350,000 tested, 0.78% active. AID 504690;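 active = inhibition reaching at least a set limit at 20 µM in the primary screen, cut at about 59% in these data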;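 also: 0% = DMSO wells with substrate and 100% = DMSO wells lacking glucose-6-phosphate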
# Apaf1 inhib = blocks human Apaf-1 apoptosome activity; inhibition, % at 20 µM; AID 489030; reconstituted apoptosome caspase-3 activity, DEVD-Rh110 fluorescence; 330,000 tested, 0.71% active; active = inhibition of at least 40% at 20 µM;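 also: plate controls were DMSO wells for no effect and DEVD-CHO caspase inhibitor wells for full effect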
#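 Material: reconstituted apoptosome with Apaf-1, cytochrome c, caspase-9, procaspase-3, dATP / Buffer or medium: pH 7.5 Hepes buffer with CHAPS, BSA, DTT / Also added: cytochrome c with DEVD-Rh110 / Schedule: compound with Apaf-1, dATP, procaspase-3 30 min, then 50 min reaction, room temperature / Technique: rhodamine 110 fluorescence at Ex 480/Em 540 nm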
# The depositor's hits bear a star; x = no result given.
SMILES,SENP1 inh,HKDC1 inhibitor,SENP8 block-1,SENP6 inh,SENP7 block,SENP8 block-2,PfG6PD inh,Apaf1 inhib
CCC1Oc2ccccc2N(CC(=O)NCCCN2CCN(Cc3ccccc3)CC2)C1=O (stereo not drawn),2,1,7,16,7,1,-7,0
Cc1ccc(OCC(=O)NCc2ccco2)cc1C,-4,0,12,0,-3,-1,-1,-2
COc1ccc(N(CC(=O)NC2CCCCC2)C(=O)c2ccc(C)s2)cc1OC,1,-12,16,7,-10,-3,-14,7
CCC(CO)N=C1CC(C)(C)CC(=O)/C1=C(/O)CCCN1C(=O)c2ccccc2C1=O (stereo not drawn),2,-3,2,-13,3,5,17,-9
O=C(Nc1ccccc1F)NC1CCN(Cc2nnnn2Cc2ccc(F)cc2)CC1,0,-5,17,9,7,0,-3,4
O=C(NCCC(=O)N1CCN(S(=O)(=O)c2ccccc2Cl)CC1)Nc1ccccc1,1,1,-1,-6,-1,0,11,10
O=C(c1ccccc1)N1CCN(C(=O)C23CC4CC(CC(C4)C2)C3)CC1,3,0,11,16,8,7,-18,8
CC1CN/C(=C\C(=O)c2ccc(Cl)cc2)C(=O)N1 (stereo not drawn),3,-12,12,-11,-5,-20,1,-2
CC(NC(=O)c1ccccc1SCC(=O)N1CCCC1)c1ccc(F)cc1 (stereo not drawn),0,-9,1,0,-11,-1,4,6
CN(C)S(=O)(=O)N(CC(=O)Nc1ccccc1F)c1ccccc1,1,-3,24,-10,6,0,0,3
Cc1cc(C)c(S(=O)(=O)NCCc2ccncc2)c(C)c1,1,-2,15,-24,1,-4,4,4
Cc1cccc(CNS(=O)(=O)c2ccc(-c3cnc(C4CC4)o3)cc2)c1,2,3,-50,1,9,2,-4,21
CN1CCN(NC(=O)c2cc(-c3ccccn3)nc3ccccc23)CC1,-1,-3,13,-15,-6,0,6,-5
COC(=O)c1c[nH]c(=O)c2ccccc12,-2,-9,-186,9,8,-6,5,16
CC(C)CCN1CCN(CC(c2ccccc2)c2ccccc2)CC1CCO (stereo not drawn),1,-13,17,-13,1,-6,2,5
CCOC(=O)C(NC(=O)c1ccc(OC)cc1)(Nc1cc(C)on1)C(F)(F)F (stereo not drawn),0,0,22,3,-5,6,3,-1
N#CC1=C2Sc3ccccc3N2CCCC1=O,-2,-3,-4,-7,4,0,-7,-17
O=c1cc(N2CCCCCC2)[nH]c(=O)n1-c1ccc(Cl)cc1,0,-6,15,-6,2,3,-8,11
CCOc1ncccc1C(=O)NCC1COc2ccccc2O1 (stereo not drawn),-1,-8,4,-4,-3,-7,-16,-1
Cc1ccccc1N1CCN(C(=S)c2ccc(-c3cccc([N+](=O)[O-])c3)o2)CC1,1,-4,18,4,0,0,3,-5
Cc1ccc(C2=NC3(CCCC3)N=C2SCC(=O)Nc2ccc3c(c2)OCCO3)cc1,-3,7,2,5,-4,4,21,3
N#CC1=C(N)OC2=C(C(=O)CCC2)C1Cc1ccccc1 (stereo not drawn),-6,-7,15,2,13,-2,3,5
CCCCCCN[C@H]1CCC2C3CC=C4C[C@@H](O)CC[C@]4(C)C3CC[C@@]21C (stereo partly drawn),3,7,13,-11,-6,-18,-16,25
Cc1nn(C)c(C)c1S(=O)(=O)N1CCCC(C(=O)N2CCN(c3ccc(Cl)cc3)CC2)C1 (stereo not drawn),0,0,5,-5,-6,-3,-2,-7
CCC1(C(=O)OC)NC(c2cccc(F)c2)C2C(=O)N(C)C(=O)C21 (stereo not drawn),0,3,11,16,-3,-1,3,11

# Individual results from the results shown.
# SENP8 block-2 with CCC1(C(=O)OC)NC(c2cccc(F)c2)C2C(=O)N(C)C(=O)C21 (stereo not drawn) stands at -1
# SENP7 block with N#CC1=C(N)OC2=C(C(=O)CCC2)C1Cc1ccccc1 (stereo not drawn) stands at 13
# SENP7 block with O=c1cc(N2CCCCCC2)[nH]c(=O)n1-c1ccc(Cl)cc1 stands at 2
# SENP7 block with CC(NC(=O)c1ccccc1SCC(=O)N1CCCC1)c1ccc(F)cc1 (stereo not drawn) stands at -11

# The list continues.
SMILES,SENP1 inh,HKDC1 inhibitor,SENP8 block-1,SENP6 inh,SENP7 block,SENP8 block-2,PfG6PD inh,Apaf1 inhib
O=C1c2cccc3c(N4CCCCC4)ccc(c23)C(=O)N1c1ccccc1O,-36,0,-43,-11,4,2,-1,5
O=C(N/N=C/c1c[nH]c2ccccc12)c1[nH]c2ccc(Br)cc2c1-c1ccccc1,-21,-5,-317,x,x,x,9,x
Cc1ccc(S(=O)(=O)Nc2ccc3cn[nH]c3c2)cc1,-7,-1,10,0,5,5,19,-6
C[C@@](Cc1ccc(O)c(O)c1)(NN)C(=O)O,1,-6,39*,x,x,x,17,x
Cc1cc(=O)n(Cc2ccccc2)c2ccccc12,3,-1,-2,-3,-9,-2,-3,1
CC1CCCN(CC(O)CN2CCN(CC(O)CN3CCCC(C)C3)C(C)C2)C1 (stereo not drawn),-1,-7,23,x,x,x,-11,x
CCOc1cc(NS(=O)(=O)CC)c(OCC)cc1NC(=O)c1ccco1,-20,3,0,-2,1,-4,0,-7
CC(=O)NNC(=O)C(O)(c1ccccc1)c1ccccc1,1,-1,-4,-5,-1,-9,-5,-10
CCn1c(NCc2ccccc2Cl)nc2ccccc21,1,6,21,-23,1,-16,-13,1
COc1cc(OC)cc(C(=O)Nc2ccccc2S(=O)(=O)N2CCCC2OC(C)=O)c1 (stereo not drawn),3,-2,25,-3,2,3,-8,10
CN1CCCC1CCNc1ccc2c(=O)c3ccccc3oc2c1 (stereo not drawn),-19,1,-482,-11,8,-12,-3,12
CCOC(=O)C(Cc1ccnc2ccccc12)=NO,3,-2,6,x,x,x,7,x
Cc1cc2oc(C(=O)Nc3ccc(S(=O)(=O)Nc4nccs4)cc3)cc(=O)c2cc1Cl,5,-4,9,5,-6,-3,-15,-2
O=C(COc1ccc(Cl)cc1)NCc1nnc(SCC(=O)N2CCCCC2)o1,1,2,12,0,3,2,-3,2
Cc1cc(C)cc(N(CC(=O)NC2CCCC2)C(=O)CCC(=O)Nc2cc(C)on2)c1,0,-6,11,-10,2,12,9,19
CCC1(CC)NC(=O)N(CC(=O)Nc2ccc(S(=O)(=O)N3CCOCC3)cc2)C1=O,-3,-5,5,-13,4,-4,10,-7
O=C(Cn1ncn2cccc2c1=O)N1CCCCC1,3,-3,22,5,12,-1,4,15
CC(C)Oc1ccc(C(=O)Nc2nc3ccccc3[nH]2)cc1,-1,5,0,97*,100*,97*,4,9
CC(C)c1ccc(OCC(=O)NC(C)c2ccccc2)cc1 (stereo not drawn),1,-3,10,3,2,-1,15,15
COCCNc1oc(-c2ccc(C)cc2)nc1C#N,1,3,-369,-12,2,2,-18,-6
CCNc1c(NS(=O)(=O)c2ccc(F)c(Cl)c2)c(=O)oc2ccccc12,2,-4,2,-2,-10,-5,-3,3
CC(C)c1ccccc1OCCCCCNCCO,2,7,13,0,-3,-1,7,-2
O=C(NCc1csc(-c2cccs2)n1)C1CCC1,1,4,-144,-7,4,0,-1,2
Cc1ccc(-c2nc3cc(Cl)ccc3o2)cc1,2,0,0,91*,90*,75*,23,-7
C=CCNC(=O)C1CC1(c1ccccc1)c1ccccc1 (stereo not drawn),3,-9,6,-20,4,-3,3,3

# Filtered by structure: the entries above with an aryl methoxy group.
SMILES,SENP1 inh,HKDC1 inhibitor,SENP8 block-1,SENP6 inh,SENP7 block,SENP8 block-2,PfG6PD inh,Apaf1 inhib
COc1ccc(N(CC(=O)NC2CCCCC2)C(=O)c2ccc(C)s2)cc1OC,1,-12,16,7,-10,-3,-14,7
CCOC(=O)C(NC(=O)c1ccc(OC)cc1)(Nc1cc(C)on1)C(F)(F)F (stereo not drawn),0,0,22,3,-5,6,3,-1
COc1cc(OC)cc(C(=O)Nc2ccccc2S(=O)(=O)N2CCCC2OC(C)=O)c1 (stereo not drawn),3,-2,25,-3,2,3,-8,10

# The listing picks up; the 2 compounds before the break are reprinted first.
SMILES,SENP1 inh,HKDC1 inhibitor,SENP8 block-1,SENP6 inh,SENP7 block,SENP8 block-2,PfG6PD inh,Apaf1 inhib
Cc1ccc(-c2nc3cc(Cl)ccc3o2)cc1,2,0,0,91*,90*,75*,23,-7
C=CCNC(=O)C1CC1(c1ccccc1)c1ccccc1 (stereo not drawn),3,-9,6,-20,4,-3,3,3
CC(NC(=O)COc1cccnc1[N+](=O)[O-])c1ccc(Cl)cc1 (stereo not drawn),0,-4,9,-3,-1,-13,-6,8
Cc1cc(CNC(=O)COc2ccccc2F)c2ccccc2n1,1,14,15,-10,3,-3,3,-3
CCOc1ccc(-c2[nH]ncc2Oc2ccccc2OC)c(O)c1,1,-7,19,-1,-1,6,-19,8
Cc1ccc(-c2nn(-c3ccccc3)cc2/C=N/NC(=O)c2ccc(Br)o2)cc1,2,3,-67,-27,10,-8,9,4
O=C(NOC(=O)c1cc(Br)ccc1Cl)c1cccs1,1,-2,15,-2,4,3,-5,-6
COc1ccc(NS(=O)(=O)c2cccc(C(=O)N(C)Cc3ccc(SC)cc3)c2)cc1,-1,4,3,-14,6,-1,-23,33
CC(C)CN(C(=O)C1=NN(c2ccccc2)C(=O)CC1)c1c(N)n(Cc2ccccc2)c(=O)[nH]c1=O,-3,-3,5,0,3,1,-1,6
Cc1cc(NC(=O)c2c(-c3ccccc3Cl)noc2C)no1,1,-5,16,-3,-19,-9,-45,-14
CC(=O)Nc1ccc(S(=O)(=O)N(C)c2ccc(OCCOc3cccc(C)c3)cc2)cc1,2,1,1,-17,7,2,6,-8
CC1CCC(NC(=O)CNC(=O)Cc2cccc3ccccc23)CC1 (stereo not drawn),1,0,9,-10,-7,-8,5,7
COc1cc(CNC2CCCCCC2)cc(OC)c1O,1,-7,27,-20,-2,0,12,-9
CN(CCCC(=O)O)c1ccc(N=Nc2ccc([N+](=O)[O-])cc2)cc1,7,7,29,90*,54*,81*,-6,16

# A different layout for some results above:
# The line under a structure holds: SENP1 inh | HKDC1 inhibitor | SENP8 block-1 | SENP6 inh | SENP7 block | SENP8 block-2 | PfG6PD inh | Apaf1 inhib
- CC1CN/C(=C\C(=O)c2ccc(Cl)cc2)C(=O)N1 (stereo not drawn)
  3 | -12 | 12 | -11 | -5 | -20 | 1 | -2
- Cc1cc(C)cc(N(CC(=O)NC2CCCC2)C(=O)CCC(=O)Nc2cc(C)on2)c1
  0 | -6 | 11 | -10 | 2 | 12 | 9 | 19
- CCC1(CC)NC(=O)N(CC(=O)Nc2ccc(S(=O)(=O)N3CCOCC3)cc2)C1=O
  -3 | -5 | 5 | -13 | 4 | -4 | 10 | -7
- COc1cc(OC)cc(C(=O)Nc2ccccc2S(=O)(=O)N2CCCC2OC(C)=O)c1 (stereo not drawn)
  3 | -2 | 25 | -3 | 2 | 3 | -8 | 10
- CC(C)CN(C(=O)C1=NN(c2ccccc2)C(=O)CC1)c1c(N)n(Cc2ccccc2)c(=O)[nH]c1=O
  -3 | -3 | 5 | 0 | 3 | 1 | -1 | 6
- CN(C)S(=O)(=O)N(CC(=O)Nc1ccccc1F)c1ccccc1
  1 | -3 | 24 | -10 | 6 | 0 | 0 | 3
- Cc1ccc(C2=NC3(CCCC3)N=C2SCC(=O)Nc2ccc3c(c2)OCCO3)cc1
  -3 | 7 | 2 | 5 | -4 | 4 | 21 | 3
